PPARg SRC-3 ag: PPARgamma agonists recruiting SRC-3 coactivator, primary screen, biochemical; Peroxisome proliferator-activated receptor gamma (Homo sapiens), P37231; biochemical PPARgamma/SRC-3 coactivator recruitment assay; activation, % at 8 µM; 200,000 compounds, 0.26% hits; AID 731, 2007; in the data active = activation above about 23%;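 also: 0% = DMSO and 100% = reference agonist; some compounds past the cut are filed as inactive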
PPARg SRC1 recr: PPARgamma agonists recruiting SRC-1 coactivator, primary screen, biochemical. Peroxisome proliferator-activated receptor gamma (Homo sapiens), P37231. PPARgamma-SRC-1 coactivator recruitment biochemical assay. activation, % at 8 µM. 200,000 compounds, 0.41% hits. AID 631, 2007; in the data active = activation above about 19%;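 also: 0% = DMSO and 100% = reference agonist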
STAT1 blocker: STAT1 signaling inhibitors, primary screen, cell-based, HTS, luciferase reporter; NIH 3T3 STAT1-luciferase reporter, IFN-gamma, luminescence; inhibition, % at 5.5 µM; 200,000 compounds, 0.35% hits; AID 920, 2007;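 active = inhibition above a set limit, the mean inhibition across all tested compounds plus 3 SD, cut at about 34% in these data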;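 also: 0% = IFN-gamma with DMSO and 100% = IFN-gamma with 300 µM nifuroxazide; values of inactives mirror those of a sister screen read the other way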
TR-FRET SRC-2 ct: TR-FRET signal artefacts, primary screen, artefact control for PPARgamma SRC-2 agonist project, biochemical; TR-FRET artefact counter-screen; hits give high values; TR-FRET ratio at 8 µM; 200,000 compounds, 0.4% hits; in the data active = TR-FRET ratio above about 2000; also: inactives centre near 1500
STAT3 activator: IL-6 driven STAT3 reporter potentiators, primary screen, U3A cells, luciferase, luminescence, MLSCN library; IL-6 STAT3-luciferase reporter; 100% = signal with IL-6 EC80 alone; AID 871, 2007; 190,000 compounds, 0.91% hits; activation (% of control), % at 5.6 µM;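 active = activation above the screen-wide mean of compound activation plus 3 SD, cut at about 130% in these data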;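 also: 0% = background luminescence of wells with medium and substrate only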
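Test system: STAT3-luciferase reporter U3A cells; Detection: reporter luminescence signal; Times: 1 h compound pre-exposure, 6 h IL-6 stimulation, 37 °C; Benchmarks: IL-6-only high control; Also added: IL-6 stimulus at 33 ng/mL final.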
PPARg SRC-2 ag: agonists of PPARg-SRC-2 recruitment, primary screen, biochemical, HTS | 200,000 compounds, 0.34% hits | PPARgamma LBD-SRC-2 recruitment | Peroxisome proliferator-activated receptor gamma (Homo sapiens), P37231 | activation, % at 8 µM | AID 1032, 2008; in the data active = activation above about 22%;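 also: 0% = vehicle and 100% = reference agonist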
RAM network inh: inhibitors of the yeast RAM network, primary screen, dse1pr::URA3 reporter, 5-FOA selection; 190,000 compounds, 1.8% hits; S. cerevisiae dse1pr::URA3 reporter, 5-FOA growth OD615, 2 d; analog-sensitive cbk1-as2 kinase mutant strain; inhibition, % at 50 µM;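 active = inhibition above a set limit, 3 SD over mean compound inhibition, cut at about 8.4% in these data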;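 also: 0% = DMSO-only wells with no growth and 100% = 10 µM 1-NA-PP1 full growth; inhibition rescues growth on 5-FOA so higher OD means more RAM inhibition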
ROMK primary: ROMK potassium channel modulators, primary screen, cell-based, thallium flux, MLSMR library. Tet-inducible ROMK, thallium flux fluorescence; actives lie on both sides. B-score at 10 µM. 130,000 compounds, 2% hits. AID 1918, 2009;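 active = signal ratio slope over the read window, or its plate-corrected B-score, at least 3 SD from the plate mean, either direction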;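 also: B-score of the F/F0 ratio slope over 7 to 12 s after thallium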
S1P3 antagonist: S1P3 receptor antagonists, primary screen, cell-based; Sphingosine 1-phosphate receptor 3 (Homo sapiens), Q99500; AID 485, 2006; 170,000 compounds, 0.27% hits; CHO S1P3 NFAT-BLA reporter, FRET fluorescence, antagonist mode; inhibition, % at 4.98 µM;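 active = inhibition above the plate cutoff, the mean inhibition of test wells on that plate plus 3 SD, cut at about 28% in these data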;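 also: cells challenged with S1P at its EC80 of 0.8 µM; blue over green emission ratio from cleaved BLA substrate after 4 h stimulation; 0% = S1P-stimulated wells and 100% = unstimulated DMSO-only wells; some compounds past the cut are filed as inactive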
STAT3 blocker: IL-6 driven STAT3 reporter inhibitors, primary screen, U3A cells, luciferase, luminescence, MLSCN library; IL-6 STAT3-luciferase reporter; host cell line lacks STAT1; inhibition, % at 5.5 µM; 190,000 compounds, 0.89% hits; AID 862, 2007;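 active = inhibition above the mean inhibition across all screened compounds plus 3 SD, cut at about 44% in these data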;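 also: 0% = DMSO only wells and 100% = 100 µM nifuroxazide control wells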
TLR4 MyD88 comp: inhibitors of TLR4-MyD88 association in cells, primary screen, cell-based, HeLa CL3-4, BLA complementation, FRET ratio; Toll-like receptor 4 (Homo sapiens) + Myeloid differentiation primary response protein …; HeLa CL3-4 TLR4/MyD88 BLA complementation; inhibition, % at 8.4 µM; 200,000 compounds, 0.18% hits; AID 861, 2007; in the data active = inhibition above about 25%;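 also: 0% = vehicle and 100% = reference inhibitor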
Target sequence (O00206 whole entry, looked up): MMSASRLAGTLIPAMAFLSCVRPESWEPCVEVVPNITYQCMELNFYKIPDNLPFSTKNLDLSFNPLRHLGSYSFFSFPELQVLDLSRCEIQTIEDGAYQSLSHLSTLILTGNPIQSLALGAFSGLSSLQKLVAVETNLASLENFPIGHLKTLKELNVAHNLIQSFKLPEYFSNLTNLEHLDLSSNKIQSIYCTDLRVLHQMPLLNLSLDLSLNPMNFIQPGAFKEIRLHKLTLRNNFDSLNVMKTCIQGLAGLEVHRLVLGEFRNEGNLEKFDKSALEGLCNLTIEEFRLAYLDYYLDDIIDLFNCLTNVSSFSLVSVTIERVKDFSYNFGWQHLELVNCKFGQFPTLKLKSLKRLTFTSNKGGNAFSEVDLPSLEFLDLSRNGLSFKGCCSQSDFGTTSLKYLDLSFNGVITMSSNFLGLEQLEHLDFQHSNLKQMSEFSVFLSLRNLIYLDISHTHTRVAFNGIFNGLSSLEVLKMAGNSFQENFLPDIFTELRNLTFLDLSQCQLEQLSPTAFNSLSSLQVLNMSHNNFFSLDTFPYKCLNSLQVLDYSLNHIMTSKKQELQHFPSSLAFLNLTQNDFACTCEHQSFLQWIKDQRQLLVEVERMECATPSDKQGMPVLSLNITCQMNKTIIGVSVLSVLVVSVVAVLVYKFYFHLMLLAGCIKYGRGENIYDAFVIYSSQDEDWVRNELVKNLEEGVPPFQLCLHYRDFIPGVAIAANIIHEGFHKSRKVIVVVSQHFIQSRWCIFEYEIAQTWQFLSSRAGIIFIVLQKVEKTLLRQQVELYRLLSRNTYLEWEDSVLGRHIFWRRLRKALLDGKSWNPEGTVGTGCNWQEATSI
Target sequence (Q99836 whole entry, looked up): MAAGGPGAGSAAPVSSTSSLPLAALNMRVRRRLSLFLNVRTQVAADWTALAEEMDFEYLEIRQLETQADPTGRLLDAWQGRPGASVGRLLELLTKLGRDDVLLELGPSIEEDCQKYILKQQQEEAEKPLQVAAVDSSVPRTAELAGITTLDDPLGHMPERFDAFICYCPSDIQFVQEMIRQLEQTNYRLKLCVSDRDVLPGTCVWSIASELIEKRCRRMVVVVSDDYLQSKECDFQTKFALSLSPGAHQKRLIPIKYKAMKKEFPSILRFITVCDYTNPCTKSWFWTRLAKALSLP
Numbers without * were called inactive; x = not tested or not shown.

SMILES	PPARg SRC-3 ag	PPARg SRC1 recr	STAT1 blocker	TR-FRET SRC-2 ct	STAT3 activator	PPARg SRC-2 ag	RAM network inh	ROMK primary	S1P3 antagonist	STAT3 blocker	TLR4 MyD88 comp
CSc1nnc([C@@H]2CCCN2C(=O)OC(C)(C)C)o1	1.2	-6.5	-3.5	1519	103.5	1.8	-1.6	x	-4.5	-0.6	8.4
Cc1ccc(OCC(=O)N(Cc2ccccc2)C(C)C)c([N+](=O)[O-])n1	1.2	-2.7	-11.0	1411	108.1	1.8	2.7	-0.148	-11.2	-5.6	-8.4
COc1ccc(CCNC(=S)NC(=O)c2ccc(Br)cc2)cc1OC	2.8	-4.0	-0.5	1612	99.7	0.8	3.8	0.543	-15.9	2.7	-17.2
CC1=C/C(=N\NC(=O)c2ccc(O)cc2)CC1	4.6	3.3	2.5	1544	99.9	4.6	0.2	x	-9.6	-4.3	-15.2
Cc1ccc2nc(SCC(=O)Nc3c(F)cccc3F)[nH]c2c1	4.1	10.6	-1.8	1696	101.6	20.5	2.3	-0.0721	-13.0	0.2	-0.4
CCOC(=O)c1c(C)[nH]c(C)c1C(=O)CSc1nc2ccccc2c(=O)n1-c1ccc(Cl)cc1	5.0	6.5	7.8	1634	96.7	14.4	8.2	x	1.1	6.6	-9.8
Cc1cc(C)cc(OCc2ccc(C(=O)N3N=C(C(F)F)CC3(O)C(F)F)o2)c1 (configuration not stated)	0.8	6.4	-4.9	1537	107.0	8.4	2.0	3.01*	x	-8.2	-3.1
CCCCc1ccc(NC(=O)C2CCCO2)cc1 (configuration not stated)	7.2	-5.3	-33.2	1579	93.8	3.1	0.0	-0.813	7.1	10.6	3.8
c1ccc2nc(-c3ccncc3)ccc2c1	1.1	-4.7	-26.7	1590	96.6	0.0	1.1	x	x	9.8	2.1
CN1C(=O)C(=O)N(CC(=O)N2CCc3ccccc32)C1=O	-1.2	-2.3	-0.7	1456	118.2	1.8	2.2	0.936	x	-17.7	3.2
Cc1ccnc(N2CCC(C(=O)Nc3ccc4c(c3)CCC4)CC2)n1	-1.2	-1.3	-16.4	1567	104.2	1.8	1.7	-0.733	-11.3	-0.6	-3.0
Cc1ccc(SCC(=O)Nc2ccc(F)cc2[N+](=O)[O-])cc1C	-3.5	-2.5	-1.3	1637	96.0	3.5	14.6*	0.13	5.5	3.4	7.7
COc1ccccc1NC(=O)C1(C)Cc2ccccc2C(=O)O1 (configuration not stated)	0.3	3.3	-1.2	1681	87.6	-1.0	1.0	x	15.6	15.4	-4.6
S=C1NCN(C2CCCCC2)CN1Cc1ccccc1	-0.2	10.1	2.4	1673	92.5	2.7	3.5	-0.237	-14.1	9.1	-7.7
Cc1cc(Br)c2c(c1)=C(c1sc(N3CCCCCC3)nc1O)C(=O)N=2	2.1	8.8	-8.5	1554	100.5	-3.5	6.3	x	35.2	0.5	-7.0
CSc1ccccc1C(=O)NCc1cccnc1	-0.6	1.8	-10.1	1355	102.1	-12.4	-1.1	0.0769	-1.9	5.4	3.7
CC(C(=O)NCc1cccs1)n1cccc1 (configuration not stated)	-8.6	-6.4	-5.7	1425	108.1	2.5	0.6	0.214	-22.6	-8.7	-0.6
CSc1ccccc1NC(=O)CN(C)Cc1ccc(Br)cc1	3.3	1.3	-6.8	1597	100.0	-1.7	-0.1	x	5.8	-4.4	4.2
COc1ccccc1Nc1nc(N)nc(CSc2nccn2C)n1	3.0	-9.4	-11.9	1391	99.3	-2.5	-0.2	0.084	-7.1	5.2	-23.8
COCCN1Cc2cccc(C(=O)NCc3ccccn3)c2C1=O	-5.5	6.3	9.6	1621	95.5	2.1	0.9	x	3.0	10.4	2.7
Fc1cccc(CSc2nc3ncccc3[nH]2)c1	2.3	2.3	-9.8	1481	98.3	6.5	1.8	x	x	3.6	3.6
Cc1nc(SCC(=O)NC(=O)NCc2ccccc2)nc(C)c1C	-13.7	-3.3	1.5	1470	99.1	-4.7	0.2	0.298	x	6.6	5.1
CCOc1ccccc1NC(=O)CSc1ncnc2c1oc1ccccc12	-0.1	10.9	3.8	1627	102.5	6.5	-0.1	0.512	6.3	-1.0	-1.2
O=C(Cc1ccccc1[N+](=O)[O-])Nc1ccccc1C(=O)N1CCCC1	3.9	1.6	3.9	1862	100.1	1.8	2.2	1.01	4.8	3.3	15.0
COc1cccc(C(=O)N/N=C/c2cn[nH]c2-c2ccc(OC)cc2OC)c1	-9.0	-2.9	-1.2	1427	102.4	-4.1	1.1	x	x	-1.6	11.5
(next part)
SMILES	PPARg SRC-3 ag	PPARg SRC1 recr	STAT1 blocker	TR-FRET SRC-2 ct	STAT3 activator	PPARg SRC-2 ag	RAM network inh	ROMK primary	S1P3 antagonist	STAT3 blocker	TLR4 MyD88 comp
CCCOc1ccc(OCCOCCNCc2ccccc2)cc1	2.4	5.3	-1.5	1686	101.6	7.8	0.8	x	2.3	0.4	-9.7
Cc1ccccc1NS(=O)(=O)c1cc(S(C)(=O)=O)ccc1Cl	9.6	-6.5	-1.9	1384	99.9	1.9	3.9	0.0269	14.3	4.3	2.0
C=CCOC(=O)C(=O)/C=C/c1ccc2c(c1)Cc1ccccc1-2	-1.0	0.9	-9.9	1395	x	6.8	5.9	x	-8.5	x	-6.9
CCOc1c(C(N)=O)cc([N+](=O)[O-])cc1[N+](=O)[O-]	0.4	4.5	3.3	1483	90.7	0.1	4.7	0.387	-2.1	14.9	8.1
COc1ccc(C(C)NC(=O)c2cccc([N+](=O)[O-])c2)cc1OC (configuration not stated)	-0.5	0.3	-3.5	1479	101.5	4.5	0.0	x	-9.7	1.0	2.4
CSc1nc2ccc(NC(=O)C3CC(=O)N(Cc4ccco4)C3)cc2s1 (configuration not stated)	6.0	3.6	-3.0	1745	110.2	9.0	1.2	-0.826	x	-7.8	14.3
Cc1ccc(C(c2sc3nc(C)nn3c2O)N2CCN(C(=O)c3ccco3)CC2)cc1 (configuration not stated)	13.2	3.7	0.8	1667	101.7	1.1	0.5	x	-3.9	1.1	-21.7
O=C(NCc1ccccc1)C1CCN(S(=O)(=O)c2cccc3cccnc23)CC1	6.2	-7.5	2.5	1457	106.1	5.7	0.9	x	-29.2	-2.0	-7.5
COCc1cc(=O)n2[nH]c(C(F)(F)F)nc2n1	0.9	3.0	0.5	1538	100.8	10.9	0.6	-0.0948	x	-0.8	-8.0
CC(C)OCCCNC(=O)c1c(N)n(/N=C/c2cccs2)c2nc3ccccc3nc12	-5.7	-4.5	-3.6	1781	86.2	1.5	10.8*	x	x	26.8	2.7
COc1ccc(CN2C(=S)NC(C)(C)CC2(C)O)cc1 (configuration not stated)	1.0	-0.8	-8.0	1513	103.9	-2.8	2.6	-0.085	6.4	-7.1	-8.5
CCOC(=O)CSc1ncnc2c1nnn2-c1ccc(F)cc1	1.0	-6.1	-9.3	1444	91.1	1.9	1.0	0.0401	-16.5	11.2	5.8
Cc1ccc2nc(-c3ccccc3)c(-c3ccccc3)nc2c1	2.7	-5.2	-7.5	1220	95.9	-4.8	7.0	0.107	4.3	9.2	5.6
CCCCn1nnnc1SCC(=O)c1ccc(C)c(C)c1	12.5	1.7	-14.0	1509	94.3	1.2	1.1	x	-15.1	7.6	-5.1
CCOC(=O)c1cccnc1SCc1cc(=O)n2ccccc2n1	-9.1	2.4	1.8	1536	138.2*	-5.9	-0.9	0.759	-12.6	-40.5	-1.5
O=C(c1ccc([N+](=O)[O-])cc1)N(Cc1ccc(Br)cc1)N1C(=O)CCCC1=O	-4.7	-0.7	6.7	1330	96.9	6.7	0.7	-7.31*	x	10.3	9.6
O=C(Nc1ccccc1C(=O)OCC(=O)N1CCc2ccccc2C1)c1ccco1	-10.7	2.4	-5.5	1485	101.5	-2.8	3.3	x	-24.0	2.0	-12.2
O=C(CN1CCSC1=NCc1ccccc1)c1ccc(Cl)cc1	9.1	-4.8	7.0	1467	90.4	7.9	0.6	-3.06	2.5	14.4	6.2
CCC(=O)N1CCc2cc(Br)cc(S(=O)(=O)CCC(=O)NCCc3ccccc3)c21	6.0	3.8	-1.8	1533	95.2	4.8	3.2	-1.65	x	2.8	4.9
Cc1nc2c(-c3ccccc3)c(C)nn2c(C)c1CCC(=O)NC(C)CCc1ccco1 (configuration not stated)	1.9	-3.7	8.6	1458	104.8	-1.8	0.9	x	x	3.1	-6.1
C=CCc1cccc(/C=N/NC(=O)CCC(=O)Nc2ccc(C)cc2)c1O	2.7	3.2	-5.4	1629	108.5	-0.6	4.4	-0.143	-6.9	-12.1	-6.6
O=C(Cn1cnc([N+](=O)[O-])n1)N/N=C/c1cccc(Cl)c1	8.6	7.8	9.4	1569	93.6	14.2	-0.4	0.116	9.7	18.1	-2.3
O=C(N/N=C/c1ccc(Br)s1)c1cccc([N+](=O)[O-])c1	2.7	2.5	4.2	1526	102.5	-4.3	2.1	-0.701	-12.5	-5.3	-12.8
Cc1ccc(C(NC(=O)N2CCN(C)CC2)C(Cl)Cl)cc1F (configuration not stated)	1.9	10.5	-4.9	1690	100.0	3.4	0.7	-0.263	-3.4	1.6	-5.4
CC(Oc1ccccc1Cl)C(=O)N1CCOCC1 (configuration not stated)	-0.4	1.0	-5.8	1441	100.3	-6.9	0.9	x	45.7*	2.3	0.3
Cc1c(NC(=S)Nc2ccccc2)c(=O)n(-c2ccccc2)n1C	2.5	5.8	5.4	1498	95.5	4.3	2.7	0.0748	-15.1	9.6	-21.5
CC(C)C(=O)N1c2ccccc2NC2=C(C(=O)CCC2)C1c1ccc(N(C)C)cc1 (configuration not stated)	4.7	4.8	-1.7	1572	101.7	-1.6	1.2	1.3	-9.9	2.3	16.3
CCc1cc(C(=O)N=Nc2c(O)[nH]c3c(Br)cc(Br)cc23)c2ccccc2n1	4.9	8.3	10.5	1545	100.7	4.9	5.2	0.222	-12.8	2.8	3.6
